Screens (PubChem BioAssay)
RAD52 inh = inhibitors of human RAD52 DNA annealing; P43351; recombinant RAD52 DNA annealing, FRET fluorescence; inhibition, % at 18.7 µM; 0.46% of 360,000 active; AID 651710;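 active means every replicate showing at least 50% inhibition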
Target sequence (P43351 whole entry, looked up): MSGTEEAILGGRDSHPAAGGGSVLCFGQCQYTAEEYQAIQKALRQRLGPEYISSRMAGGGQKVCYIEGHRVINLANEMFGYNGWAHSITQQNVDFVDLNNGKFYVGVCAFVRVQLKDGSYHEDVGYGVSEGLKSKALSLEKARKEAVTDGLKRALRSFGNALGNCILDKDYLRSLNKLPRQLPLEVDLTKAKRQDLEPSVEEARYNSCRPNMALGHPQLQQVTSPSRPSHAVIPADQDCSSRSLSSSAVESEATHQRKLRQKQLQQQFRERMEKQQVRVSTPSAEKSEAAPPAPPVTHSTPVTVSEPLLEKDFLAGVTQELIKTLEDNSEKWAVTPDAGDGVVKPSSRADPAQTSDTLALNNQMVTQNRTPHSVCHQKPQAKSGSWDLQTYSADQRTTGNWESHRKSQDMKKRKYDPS
esBAF inh = inhibitors of esBAF chromatin remodeling in mouse ES cells. Bmi1-luciferase knock-in reporter, 24 h; 100% = twice the neutral-well signal. 2% of 350,000 active. reporter increase, % at 12.5 µM. AID 602393; in the data active means activation above about 40%;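 further: 0% = median of the plate's neutral control wells and 100% = double that signal; a rise in the Bmi1 reporter signal indicates esBAF inhibition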
RAD54 inh = inhibitors of human RAD54 branch migration; RAD54 Holliday junction branch migration, FAM/BHQ fluorescence; inhibition, % at 10.4 µM; 0.14% of 360,000 active; AID 602329;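 active means mean normalized replicate activity at least 40 and at least half of replicates scoring 40 or more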;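 further: 0% = median of neutral control wells and 100% = median of positive control wells; inhibitors cause a drop in the FAM fluorescence signal; in these data hits start at about 50%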
EWS-Fli block = inhibitors of EWS/Fli oncoprotein transcriptional activity; A673 NR0B1-luciferase reporter, viability-normalised; inhibition, % at 12.6 µM; 0.67% of 350,000 active; AID 651661;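 active means mean inhibition of at least 50% after viability correction, with every replicate also passing that limit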;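 further: firefly luciferase signal divided by Alamar Blue viability fluorescence both relative to DMSO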
FN deposit inh = fibronectin deposition inhibition; inhibition, % at 12.6 µM; AH1F fibroblasts, Alexa488-fibronectin deposition fluorescence, overnight; 0.086% of 350,000 active;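 active means mean inhibition across replicates of 30% or more, regardless of how many single replicates reach that level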;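 further: positive control wells lacked labelled fibronectin entirely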
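Material – AH1F fibroblast monolayer, labelled fibronectin deposition · Reagent – labelled fibronectin 24 nM · Timing – 1 h adhesion, overnight exposure · Measured by – fluorescence at 485 nm excitation, 525 nm emission · Read-out – inhibition of fibronectin deposition signal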
Xi reactivation = activators of X-chromosome reactivation in mouse fibroblasts | XiGFP mouse fibroblasts, % GFP-positive cells imaging, 3 d; cells co-treated with 5-aza-dC sensitizer; scaled so ellipticine positive control = 100% | activation, % at 7.58 µM | 0.055% of 360,000 active;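 active means mean normalized replicate activation at least 10% and every replicate at or above 10%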;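 further: 0% = median of on-plate neutral control wells and 100% = ellipticine 6 µM median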
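Schedule: 3 d treatment, 15 min room-temperature fixation; system: 68-5-11 XiGFP fibroblast line; buffer or medium: DMEM plus 5-aza-dC sensitizer; control set: ellipticine 6 µM positive control; compound: one concentration, pinned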
S100A4 MyoIIA = blocks human S100A4 binding to myosin IIA peptide; 0.14% of 360,000 active; P26447; S100A4/TAMRA-MyoIIA peptide fluorescence polarization; inhibition, % at 10.7 µM;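 active means mean inhibition of at least 70% across replicates, with every replicate also reaching that level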
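Compound dosing: one dose per compound; test system: human S100A4 monomer with TAMRA-labelled myosin IIA peptide; probe or stimulus: TAMRA-labelled myosin IIA heavy-chain peptide probe, 5 nM; medium: HEPES buffer with Ca2+, pH 7.2; schedule: 5 min incubation before reading; benchmarks: neutral control DMSO, positive control TFP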
E-selectin induc = E-selectin induction on HUVECs; activation, % at 7.58 µM; HUVEC E-selectin immunofluorescence imaging; normalized: neutral wells 0, TNF-alpha wells 100; AID 686992; 0.37% of 260,000 active;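 active means mean E-selectin-positive cell signal at least 10% of the positive control, reached in at least 60% of replicates, without over 20% cell loss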;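 further: in these data hits start at about 27%; measured in HUVEC primary endothelial cells; signal is the percent of cells scored E-selectin positive by PE staining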
Target sequence (P16581 whole entry, looked up): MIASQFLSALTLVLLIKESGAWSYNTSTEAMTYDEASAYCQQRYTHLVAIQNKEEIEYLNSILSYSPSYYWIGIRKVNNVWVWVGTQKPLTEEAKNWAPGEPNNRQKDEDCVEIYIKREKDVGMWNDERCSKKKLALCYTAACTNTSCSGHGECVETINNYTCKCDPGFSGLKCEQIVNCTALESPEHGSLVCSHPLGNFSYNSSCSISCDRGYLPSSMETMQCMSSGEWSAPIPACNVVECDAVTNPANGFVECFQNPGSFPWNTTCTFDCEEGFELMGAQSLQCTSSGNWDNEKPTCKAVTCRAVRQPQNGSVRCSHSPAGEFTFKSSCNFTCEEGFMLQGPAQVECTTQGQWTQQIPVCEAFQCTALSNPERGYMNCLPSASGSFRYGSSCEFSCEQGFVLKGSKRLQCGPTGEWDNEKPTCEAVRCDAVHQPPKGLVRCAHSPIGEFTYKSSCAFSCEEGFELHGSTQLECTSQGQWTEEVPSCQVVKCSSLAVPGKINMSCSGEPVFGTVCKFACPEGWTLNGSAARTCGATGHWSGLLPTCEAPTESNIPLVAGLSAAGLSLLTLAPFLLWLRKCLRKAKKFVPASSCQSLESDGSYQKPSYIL
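Test system: HUVEC | Signal: Immunofluorescence imaging | Read-out: Percent E-selectin-positive cells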
Numbers without * were called inactive; / = not tested or not shown; & = joins results of further samples.

The line under a structure holds: RAD52 inh, esBAF inh, RAD54 inh, EWS-Fli block, FN deposit inh, Xi reactivation, S100A4 MyoIIA, E-selectin induc
1. COC1CCN(C(=O)c2ccc(OC3CCN(Cc4ccccn4)CC3)cc2)CC1
    -18, 8, -28, 3, 7, 0.0, -14, 0.0
2. Cc1noc(C)c1NC(=O)N[C@H]1CC[C@H](CCNC(=O)C2CCCC2)O[C@@H]1CO
    -6, 0, 3, 5, 2, 0.3, 1, 0.1
3. COC(C(=O)N1CCC(n2nccc2NC(=O)C2CC2)CC1)c1ccccc1 (configuration not stated)
    -5, 44*, -5, -75, 5, 0.1, -1, /
4. NC(=O)c1nsc(C(=O)N(Cc2ccc(F)cc2)C(C(=O)NCC2CCCO2)c2ccc(F)cc2)c1N (configuration not stated)
    -17, -3, 6, 0, 0, 0.4, -4, /
5. CCCC(=O)Nc1ccc2c(c1)C(=O)N(C)[C@H]1CC[C@@H](CC(=O)N3CCc4ccccc4C3)O[C@@H]1CO2
    /, -2, -10, 0, -7, 0.4, /, 0.0
6. c1csc(-c2nc(NCCCN3CCOCC3)c3ccccc3n2)c1
    -13, -7, /, -13, 4, 0.4, 0, 0.1
7. Cc1ccc(-c2ccccc2[C@H]2[C@@H](C#N)N(c3ncc(-c4ccccc4)s3)[C@H]2CO)cc1
    -14, /, /, 16, -11, 0.0, -5, 0.1
8. O=[N+]([O-])c1cc([N+](=O)[O-])c2nonc2c1Nc1ccccc1O
    -17, -5, -6, 4, -9, 0.0, -3, /
9. C[C@H]1CN([C@@H](C)CO)C(=O)c2cc(C#Cc3cccnc3)cnc2O[C@H]1CN(C)Cc1cccnc1
    1, -2, 1, 2, -1, 0.7, -15, -0.4
10. COCCN1C(=O)[C@H]2C[C@@]13O[C@H](C1CCCCC1)N=C3CC1c3ccccc3C[C@@]12C (some centres not stated)
    -8, /, /, -11, 10, -0.2, 15, -0.2
11. COc1ccc2cc3cc(C(=O)NCc4ccccn4)oc3nc2c1
    2, 3, 1, /, /, /, 1, /
12. CCc1nnc(NC(=O)c2ccc(S(=O)(=O)N(CCOC)CCOC)cc2)s1
    6, 6, 15, -26, 6, 1.0, 2, 3.3
13. CC(=O)Nc1ccc(NC(=O)CN(c2cccc(C(C)=O)c2)S(C)(=O)=O)cc1
    -26, 1, /, 10, 9, 0.2, 1, /
14. Fc1ccccc1C1c2cccn2CCN1C(=S)Nc1ccc(Br)cc1 (configuration not stated)
    -47, /, 0, 6, 2, 0.1, -7, -0.1
15. Cc1ccc(CNC(=O)CS(=O)Cc2nc(-c3ccccc3F)oc2C)cc1 (configuration not stated)
    -19, /, /, /, 5, 0.1, -5, 0.1
16. CC(C)NC(=O)Nc1cccc2c1O[C@@H](CN(C)Cc1ccccc1)[C@@H](C)CN([C@@H](C)CO)C2=O
    -4, 6, -1, -2, -5, -1.0, 9, -0.1
17. COc1ccc2c3c(n(C)c2c1)[C@H](CO)N(C(=O)NC(C)C)CC31CN(CC2CCCCC2)C1
    15, /, /, -3, /, 0.3, 0, -0.4
18. CS(=O)(=O)Cc1ccc(C(=O)NC2CCN(Cc3ccccc3)C2)cc1 (configuration not stated)
    -1, -6, -10, -3, 6, 0.0, -1, /
19. CNC(=O)CSc1nccn1Cc1ccc(Cl)cc1
    2, /, /, -4, 6, -0.1, -6, 2.0
20. Cc1ccc(S(=O)(=O)N(C)C[C@H]2OCCCC[C@@H](C)Oc3ccc(NS(C)(=O)=O)cc3C(=O)N([C@@H](C)CO)C[C@@H]2C)cc1
    7, 5, 6, -13, -1, 0.1, -6, 0.0
21. CCCNC(=O)N1C[C@@H]2[C@H](c3ccccc31)[C@@H](CO)N2C(=O)c1ccncc1
    -3, -1, 11, -7, /, 0.1, -5, 0.3
22. CC12CC3CC(C)(C1)CC(Nc1nc(N4CCOCC4)nc4ccccc14)(C3)C2
    -2, /, /, 28, -7, 2.6, -8, /
23. COc1cccc(OC)c1OCCOCCN1CCN(C)CC1
    3, -6, -15, 14, -1, 0.0, 2, 0.4
24. COCOc1ccc(C=O)cc1OCOC
    -5, 0, 5, -5, /, /, -4, /
25. COC(=O)c1ccccc1-n1c(C)nc(=O)c(-c2ccccc2)c1C
    -2, -11, /, 5, -7, -0.1, 0, /
26. Cc1cccc(-c2ccc(O)cc2CN2CCN(c3ncc(Cc4ccccc4)cn3)CC2)c1
    -36, /, /, -18, -10, -0.1, -7, -0.2
27. CC(C)NC(=O)N(C)C[C@@H]1Oc2ccc(NS(=O)(=O)c3cn(C)cn3)cc2CC(=O)N([C@H](C)CO)C[C@@H]1C
    -2, -1, 10, -11, /, 0.3, -15, -2.7
28. CCCCNc1nc2ccccc2n1CC(=O)Nc1ccc2c(c1)OCCO2
    -6, /, /, -10, -2, -0.1, -18, /
29. COc1ccc(N(CC(=O)N2CCN(c3cccc(C)c3C)CC2)S(=O)(=O)c2c(C)noc2C)cc1
    -7, -3, 6, /, -4, 0.1, -5, /
30. Cc1ccc(S(=O)(=O)CCC(=O)Nc2ccccc2Cl)cc1
    -5, -1, -9, -3, 11, 0.0, 0, -0.1
31. CCCCn1c(N)c(N(CCOC)C(=O)c2ccc(-c3cccc(C(F)(F)F)c3)o2)c(=O)[nH]c1=O
    -18, 8, -7, 1, 5, 0.0, -7, 3.5
32. COc1ccc2c3c([nH]c2c1)[C@H](CO)N(C(=O)C1CCC1)CC31CCN(C)CC1
    -1, /, /, -2, /, 0.2, 2, -0.1
33. Cc1cccc(-c2noc(CNS(=O)(=O)c3ccccc3)n2)c1
    -37, 2, -2, /, /, 0.0, 0, -0.5
34. COCC(=O)N1[C@H](CO)[C@@H](c2ccc(C#CCC3CCCC3)cc2)[C@@H]1C#N
    -6, -3, -6, -3, 10, 0.0, 1, -0.3
35. CCC(Oc1ccccc1)C(=O)Nc1cc(Cl)ccc1-n1cncn1 (configuration not stated)
    -9, -3, 2, 5, 2, 0.1, 24, -0.2
36. C[C@@H]1CN([C@@H](C)CO)C(=O)c2cccc(NS(=O)(=O)c3cccs3)c2O[C@H]1CN(C)Cc1ccc(Cl)c(Cl)c1
    -17, -2, -7, -4, /, -0.1, 7, 1.5
37. C[C@H](O)C#Cc1ccc([C@H]2[C@H](CO)N3CCCCN(CC4CC4)C[C@@H]23)cc1
    -3, -2, 0, 6, /, 0.2, -3, -0.2
38. CC1CCN(C(=O)c2ccc3c(Cl)c4c(nc3c2)CCCC4)CC1
    -3, /, /, -4, 6, 0.1, 2, /
39. CC(=O)c1cc2c(cc1NC(=O)c1cccc(S(=O)(=O)N3CCN(C)CC3)c1)OCO2
    -17, /, /, 1, -5, 0.2, 3, /
40. CCC(=O)Nc1nnc(S(=O)(=O)N2c3ccccc3CC2C)s1 (configuration not stated)
    -17, -8, -5, -3, 2, 0.0, -11, 0.0
41. O=C(COC(=O)CCC(=O)c1cccs1)NC1CC1
    -17, -2, 1, 1, -1, 0.1, -1, -0.2
42. COc1cc(OC)c2c(-c3cccc(-c4ccoc4)c3)cc(=O)oc2c1
    -22, 2, -2, 45, /, 0.1, 5, /
43. Cc1noc(C)c1NC(=O)N(C)C[C@@H]1Oc2ccc(NC(=O)CCCN(C)C)cc2C(=O)N([C@@H](C)CO)C[C@@H]1C
    -12, -5, 1, -10, -4, 0.2, 6, -0.2
44. O=C(NC1CC1)C1=C[C@H](c2csc3ccccc23)C[C@H](OCc2ccc(CO)cc2)O1
    3&-87, -1, -3&-11, 2&0, -3, -0.2, -3&-2, -0.1
45. CCOC(=O)N1CCN(C(=O)C2CCN(S(=O)(=O)c3cc(OC)ccc3OC)CC2)CC1
    -2, /, /, 14, -4, 0.0, 3, -0.8
46. COc1ccc(NC(=O)COc2ccc3c(c2)CCC3)cc1
    -2, /, /, 9, 2, -0.1, -5, -0.1
47. CCc1ccc(NC(=O)[C@@H](NC(=O)[C@@H]2Cc3ccccc3CN2)C(C)CC)cc1 (some centres not stated)
    -18, 9, 1, /, -1, 0.0, -1, /
48. O=C(C1CCN(S(=O)(=O)c2ccc(Cl)cc2)CC1)N1CCN(c2ccccn2)CC1
    0, -1, -3, 5, 11, 0.0, -2, /
49. COc1cccc(/C=C(/C#N)c2nc3ccccc3[nH]2)c1OC(C)C(=O)O (configuration not stated)
    -30, /, /, -18, -1, 0.2, -2, 0.0
50. C[C@@H]1CCCCO[C@H](CN(C)S(=O)(=O)c2cccs2)[C@H](C)CN([C@@H](C)CO)C(=O)c2cc(NC(=O)Nc3ccccc3)ccc2O1
    1, 5, -3, 1, 2, 0.2, -43, /
51. C[C@@H]1CN([C@@H](C)CO)C(=O)c2cc(NC(=O)Nc3ccccc3)ccc2O[C@@H](C)CCCCO[C@@H]1CN(C)Cc1ccc(C(=O)O)cc1
    0, -4, -1, -9, -9, 0.5, 2, 1.4
52. COc1ccc(C2=CC(=O)N(Nc3ccccc3)C2=O)cc1
    -10, /, 2, 33, /, 0.0, -1, /
53. Cc1ccc2oc(-c3cccc(NC(=O)c4ccccn4)c3)nc2c1
    -35, 40, -4, -86, -2, 0.0, 0, 0.1
54. C[C@@H]1CCCCO[C@H](CN(C)C(=O)NC2CCCCC2)[C@H](C)CN([C@@H](C)CO)C(=O)c2cc(NC(=O)CCCN(C)C)ccc2O1
    -32, -2, 16, -1, -1, 0.1, -2, -0.1
55. C[C@H](CO)N1C[C@H](C)[C@@H](CN(C)CC2CCOCC2)Oc2ncc(C#CCC3CCCC3)cc2C1=O
    8, -6, 4, 1, 5, -0.8, -1, -2.2
56. Cc1ccccc1C(=O)N1CCN(c2ccc(NC(=O)c3cccs3)cc2)CC1
    -13, /, -6, -1, -2, 0.2, -2, -0.4
57. C[C@H]1CN=C(N(C)C)N1CCCCc1ccccc1
    -13, 9, -9, 8, -9, -0.2, 2, -0.1
58. CC(C)[C@H](NC(=O)c1nn(Cc2ccccc2)c(=O)c2ccccc12)C(=O)O
    8, -9, -6, -5, 1, 0.0, -11, /
59. C/C(=N\NC(=O)c1c(C)nc2ccccn12)c1ccco1
    -21, /, /, -119, 2, 0.3, -6, /
60. O=C(c1cnc(-c2ccc(Cl)cc2)s1)c1ccc(Cl)cc1Cl
    -5, -3, -1, /, /, /, -3, /

(next part)
The line under a structure holds: RAD52 inh, esBAF inh, RAD54 inh, EWS-Fli block, FN deposit inh, Xi reactivation, S100A4 MyoIIA, E-selectin induc
61. CCCNC(=O)[C@@H]1[C@@H](CO)[C@@H]2Cn3c(ccc(-c4cccc(F)c4)c3=O)[C@H]1N2C(=O)CC
    -6, 7, -19, -1, /, -0.1, 4, -0.2
62. Cc1noc(C)c1NC(=O)N(C)C[C@H]1OCCCC[C@H](C)Oc2ccc(NS(=O)(=O)c3c(C)noc3C)cc2C(=O)N([C@@H](C)CO)C[C@H]1C
    -8, 0, 3, -14, /, -0.2, 11, 0.1
63. CC/C(=N\NC(=O)c1cccnc1)c1ccc2c(c1)OCCO2
    -10, -5, -9, -1, 8, 0.0, 2, 21
64. C=CCc1c(C)[nH]c(=O)[nH]c1=O
    -1, -2, -1, -6, 0, 0.2, -4, -0.1

Single records, from the list above.
`CC/C(=N\NC(=O)c1cccnc1)c1ccc2c(c1)OCCO2` is listed as RAD52 inh: -10; esBAF inh: -5; RAD54 inh: -9; EWS-Fli block: -1; FN deposit inh: 8; Xi reactivation: 0.0; S100A4 MyoIIA: 2; E-selectin induc: 21
`CCCNC(=O)[C@@H]1[C@@H](CO)[C@@H]2Cn3c(ccc(-c4cccc(F)c4)c3=O)[C@H]1N2C(=O)CC` is listed as RAD52 inh: -6; esBAF inh: 7; RAD54 inh: -19; EWS-Fli block: -1; FN deposit inh: /; Xi reactivation: -0.1; S100A4 MyoIIA: 4; E-selectin induc: -0.2
